Source: PubChem (several laboratories)
TNAP activation fold: human TNAP enzyme activators, primary screen, biochemical, luminescent, no phosphate acceptor, uHTS (AID 1001); purified TNAP, luminescent activation assay, no phosphate acceptor; higher activation fold means a stronger effect; activation fold at 20 µM, or EC50 in µM where a hit was titrated; 200,000 compounds, 0.03% hits; in the data active = activation fold from about 3, or a potency from the dose series; inactive = the rest, 99 in 100 with activation fold below about 1.6; also: many of its hits are not listed in these tables
PhoP inhibition: PhoP-dependent GFP reporter repression – Salmonella Typhimurium, primary screen (AID 1863); 300,000 compounds, 0.16% hits; one-dose inhibition, % at 50 µM; IC50 in µM for titrated hits; S. Typhimurium PhoP-regulated promoter GFP reporter, 4 h; higher % means a stronger effect;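 active = inhibition over 29.93%, a cutoff 3 SD above the screen mean, later confirmed by dose response; inconclusive = inhibition over 29.93% but no dose response follow-up; inactive = inhibition at most 29.93% or unconfirmed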;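 also: 0% = low Mg2+ inducing control and 100% = high Mg2+ repressing control; strong numbers were not always called active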
Insulin prom up: MIN6 insulin promoter up-regulation; MIN6 insulin promoter-GFP reporter, high-content imaging; active compounds read high; z-score at 5 µM; 190,000 compounds, 0.3% hits; AID 1625;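 active = z-score above 3 at 5 µM with at least 500 cells counted in the well; inconclusive = wells under 500 cells, flagged as cytotoxic or low count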
CSM14.1 death rescue: protection against thapsigargin-triggered cell killing – 384-well, CSM14.1, ATP luminescence, primary screen (AID 1222); CSM14.1 thapsigargin-induced death rescue, ATP luminescence; higher % means a stronger effect; one-dose cellular ATP content (survival), % at 20 µM; EC50 in µM for titrated hits; 190,000 tested, under 10 active;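 active = EC50 below 50 µM in the dose-response confirmation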;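 also: death triggered by thapsigargin at about 15 µM added after 2 h compound pretreatment; cell ATP read after overnight thapsigargin exposure of roughly 18 to 22 hours; normalized against plate controls of thapsigargin alone and 5% DMSO vehicle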
Large T inhibition: SV40 large T antigen inhibitors, biochemical (AID 1903). SV40 large T antigen ATPase/helicase inhibition assay; higher % means a stronger effect. inhibition, % at 20 µM; hits with a dose series show IC50 in µM. 310,000 compounds, 0.39% hits; in the data active = a potency from the dose series; inconclusive = inhibition mostly from about 32% at the one dose, without a potency; inactive = the rest, 99 in 100 with inhibition below about 32%; also: strong numbers were not always called active
West Nile antiviral: inhibition of WNV-induced cytopathic effect – cell-based, CPE readout (AID 1621). West Nile virus-infected cells, CPE inhibition; higher % means a stronger effect. CPE inhibition, % at 10 µM; hits with a dose series show IC50 in µM. 290,000 compounds, 0.02% hits; in the data active = a potency from the dose series; inconclusive = CPE inhibition mostly from about 3.7% at the one dose, without a potency; inactive = the rest, 99 in 100 with CPE inhibition below about 2.2%; also: strong numbers were not always called active
human PMI inhibitors: MPI inhibition at elevated mannose 6-phosphate – biochemical, fluorescence intensity, high mannose 6-phosphate, primary screen (AID 1220) | recombinant PMI enzyme, coupled fluorescence intensity; higher % means a stronger effect | one-dose inhibition, % at 20 µM; IC50 in µM for titrated hits | 190,000 compounds, 0.66% hits
PMI inhibitors: MPI enzyme activity inhibition – biochemical, fluorescence intensity, coupled assay, primary screen (AID 1209); purified PMI enzyme, coupled fluorescence intensity; higher % means a stronger effect; inhibition, % at 20 µM; hits with a dose series show IC50 in µM; 190,000 compounds, 0.42% hits;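 also: plate controls were DMSO vehicle for no effect and wells lacking substrate for full effect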
RSV CPE inhibition: RSV antiviral activity via CPE protection, HEp-2 cells, primary 10 µM value included (AID 2391); HEp-2 cells, RSV-induced CPE inhibition; higher % means a stronger effect; CPE inhibition, % at 10 µM; hits with a dose series show IC50 in µM; 310,000 compounds, 0.13% hits; in the data active = a potency from the dose series; inconclusive = CPE inhibition mostly from about 23% at the one dose, without a potency; inactive = the rest, 99 in 100 with CPE inhibition below about 21%; also: strong numbers were not always called active
Insulin prom up cell count: also measured in Insulin prom up; calls as there; cell count; measured here: cytotoxicity, nuclei count;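 total cells summed across four imaged fields per well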
* hit, by the source's call; ? = inconclusive; nt = not tested or not shown; & = joins results of further samples. Rule as the data show it, unless noted: active = inhibition above about 50%; inactive = the rest.

The line under a structure holds: TNAP activation fold, PhoP inhibition, Insulin prom up, Insulin prom up cell count, CSM14.1 death rescue, Large T inhibition, West Nile antiviral, human PMI inhibitors, PMI inhibitors, RSV CPE inhibition
Cc1oc(-c2cc3c(cc2Cl)OCO3)nc1CN1CCCC1c1ccc(F)cc1 (centres undefined)
    1, -6%, nt, nt, -1.3%, 4%, -0.9%, nt, nt, 7.0%
CC1CCCCC1NC(=O)c1nn(C)c(=O)c2ccccc12 (centres undefined)
    1.1, 15%, 0.28, 1129, -1.9%, -6%, 0.2%, -8%, -6%, -0.8%
COc1ccc(CNC(=O)C(=O)c2cn(CC(=O)N3CCCC3)c3ccccc23)cc1
    nt, 4%, nt, nt, nt, 2%, -0.1%, nt, nt, 1.1%
N#Cc1c(-c2ccccc2)c(-c2ccccc2)nn(CC(=O)NNC(=O)Nc2ccccc2)c1=O
    1.1, -2%, -0.52, 1228, -1.4%, 17%, nt, 12%, 14%, 1.2%
CCN(CC)S(=O)(=O)c1ccc(OC)c(NC(=O)C(Cc2ccccc2)N2C(=O)c3ccccc3C2=O)c1 (centres undefined)
    1.1, -3%, -0.25, 1564, 6.9%, 0%, -0.2%, 2%, 12%, 1.8%
COc1cccc(C(=O)Nc2nnc(-c3cccs3)o2)c1
    1.2, 9%, 0.79, 819, -1.6%, 0%, 0.4%, -19%, -14%, 2.3%
CC1CCN(CC(=O)NC(=O)NCc2ccccc2)CC1
    1.1, 16%, 0.5, 1359, -2.4%, 17%, -0.2%, -9%, -8%, 1.6%
CC(C)(C)CNC(CO)C12CC3CC(CC(C3)C1)C2 (centres undefined)
    1, 1%, -1.1, 1272, 1.0%, -1%, 0.1%, 1%, -13%, -0.5%
COc1cccc(OCCNC(=O)CSc2ccc(C(F)(F)F)cc2[N+](=O)[O-])c1
    0.9, -1%, 0.04, 1411, 11%, 4%, -0.9%, 9%, 14%, 2.4%
COC(=O)C1CN(C(=O)COc2ccccc2C)c2ccccc2O1 (centres undefined)
    nt, -2%, nt, nt, nt, -4%, 0.0%, nt, nt, 2.1%
COc1ccc(C(CNC(=O)C2CC(=O)N(Cc3ccc(C)cc3)C2)N(C)C)cc1 (centres undefined)
    1, 12%, -0.63, 1108, 2.1%, 2%, -1.1%, -8%, -12%, -0.5%
O=C(CN(C(=O)c1csnn1)c1ccccc1C(F)(F)F)NC1CCCCC1
    nt, -3%, nt, nt, nt, 4%, -0.9%, nt, nt, 1.0%
c1cncc(C(c2nnnn2C2CCCCC2)N2CCCCC2)c1 (centres undefined)
    1, 1%, -1.7, 1425, -0.5%, 24%, 0.2%, -4%, 2%, 1.4%
COc1cc(-c2nc(-c3cccc(C)c3)no2)cc(OC)c1OC
    1, 3%, nt, nt, -3.1%, 22%, -0.5%, 12%, 14%, 0.8%
C/C(CC(=O)NC1CCCC1)=N\NC(=O)Cc1csc(N)n1
    1.1, 14%, 0.02, 1359, -1.1%, 15%, 0.0%, -3%, -3%, 1.5%

Remaining list, next part
The line under a structure holds: TNAP activation fold, PhoP inhibition, Insulin prom up, Insulin prom up cell count, CSM14.1 death rescue, Large T inhibition, West Nile antiviral, human PMI inhibitors, PMI inhibitors, RSV CPE inhibition
CCn1nc(C)c(/C=C/C(=O)Nc2ccc(C)cc2C)c1C
    1.1, 10%, 0.59, 1461, -1.1%, 5%, -1.0%, -3%, -5%, 2.3%
Cc1cc(C(=O)Nc2c(F)cc(F)cc2Br)cs1
    nt, -2%, nt, nt, nt, 7%, -0.5%, nt, nt, 0.6%
Fc1cc2[nH]cnc2cc1Cl
    nt, -9%, -0.65, 1472, nt, 2%, 0.0%, nt, nt, 1.3%
COC(=O)CCS(=O)(=O)c1nc(-c2ccccc2)cc(C(F)(F)F)n1
    1, 0%, nt, nt, -2.5%, 17%, 0.5%, -18%, -14%, -3.5%
CCC(=O)N1CCc2cc(S(=O)(=O)CCC(=O)Nc3cccc(F)c3)ccc21
    1, 1%, -0.09, 1763, -1.2%, 12%, -0.5%, -4%, 6%, 0.5%
Cc1sc2ncnc(NCC3CCCO3)c2c1C (centres undefined)
    1.1, -4%, -0.4, 1532, -0.6%, 3%, -0.4%, 7%, 7%, -0.4%
c1ccn2cc(CSC3=NCCS3)nc2c1
    1.1, 12%, 0.06, 1087, -1.7%, 1%, 0.5%, 4%, 3%, 1.1%
COc1ccc(CNC(=O)CCCCCNc2nc(=S)[nH]c3ccccc23)cc1
    1.1, -3%, 0.07, 1164, -1.2%, 8%, 0.4%, -16%, -13%, 1.8%
COc1ccc(C2=NN(C(=O)CCC(=O)O)C(c3ccc(Br)cc3)C2)cc1 (centres undefined)
    nt, -6%, nt, nt, nt, 6%, -0.1%, nt, nt, -0.2%
Cc1ccc(C(=O)NNC(=O)CSc2nnc(C(C)C)n2C)cc1
    nt, -5%, nt, nt, nt, 6%, 0.3%, nt, nt, 0.6%
COc1cccc(CNc2nc(C(F)(F)F)nc3ccccc23)c1
    nt, -6%, nt, nt, nt, 10%, -1.3%, nt, nt, 12%
CCOC(=O)N1CCC(NC(=O)c2cccc3c2C(=O)N(c2ccc(OC)cc2)C3)CC1
    1.2, -1%, -2, 1047, 3.5%, 12%&5%, 0.9%, 15%, 12%, 1.6%
NC(=O)C1(N2CCCCC2)CCN(C(=S)NC2CCCC2)CC1
    1, -1%, -0.16, 1588, 1.5%, 0%, 0.1%, 6%, 1%, 2.3%
O=C1C2C3C=CC(C3)C2C(=O)N1Nc1ccccc1 (centres undefined)
    nt, -9%, -0.09, 1137, nt, 22%, 0.2%, nt, nt, 1.9%
Cc1ccc(Oc2ccc(N)cc2)cc1
    1.1, 10%, 0.11, 1463, -2.8%, 11%, 3.1%, 10%, 2%, 0.5%

Random excerpt: three records from the list.
The line under a structure holds: TNAP activation fold, PhoP inhibition, Insulin prom up, Insulin prom up cell count, CSM14.1 death rescue, Large T inhibition, West Nile antiviral, human PMI inhibitors, PMI inhibitors, RSV CPE inhibition
CCN(CC)S(=O)(=O)c1ccc(OC)c(NC(=O)C(Cc2ccccc2)N2C(=O)c3ccccc3C2=O)c1 (centres undefined)
    1.1, -3%, -0.25, 1564, 6.9%, 0%, -0.2%, 2%, 12%, 1.8%
Cc1sc2ncnc(NCC3CCCO3)c2c1C (centres undefined)
    1.1, -4%, -0.4, 1532, -0.6%, 3%, -0.4%, 7%, 7%, -0.4%
CC1CCCCC1NC(=O)c1nn(C)c(=O)c2ccccc12 (centres undefined)
    1.1, 15%, 0.28, 1129, -1.9%, -6%, 0.2%, -8%, -6%, -0.8%

(further entries)
The line under a structure holds: TNAP activation fold, PhoP inhibition, Insulin prom up, Insulin prom up cell count, CSM14.1 death rescue, Large T inhibition, West Nile antiviral, human PMI inhibitors, PMI inhibitors, RSV CPE inhibition
COC(=O)c1ccc(Cl)c(NC(=O)CN2CCC(C)CC2)c1
    1.1, -1%, nt, nt, 1.5%, 1%, -0.6%, -7%, 0%, 0.9%
O=C(/C=C/c1ccc2c(c1)OCO2)NCCSCc1cccc(Cl)c1
    1.1, 8%, 0.11, 1522, -0.9%, 0%, nt, 8%, 17%, 2.4%
N#C/C(=C\c1ccc(N2CCCCC2)o1)C(=O)Nc1cccc(Br)c1
    0.9, -15%, nt, nt, -2.4%, 8%, -0.5%, 24%, 11%, 11%
COC(=O)C1=C(C)NC(=O)C1(NS(=O)(=O)c1ccc(NC(C)=O)cc1)C(F)(F)F (centres undefined)
    1.1, 15%, nt, nt, 2.6%, -9%, 0.7%, -4%, 4%, 0.9%
O=C(O)c1cccc2cccnc12
    1.1, -4%, -0.49, 971, -1.6%, 5%, 0.2%, -7%, 0%, 0.4%
COc1ccc(OC)c(/C=N/NC(=O)CNC(=O)c2cccc3ccccc23)c1
    nt, 2%, nt, nt, nt, 24%, 0.3%, nt, nt, 1.6%
O=C(/C=C/c1ccccc1)Nn1c(-c2cccs2)nc2ccccc2c1=O
    1, -6%, 0.71, 1164, 5.8%, 19%, 0.1%, 8%, -6%, 5.5%
Cc1cc(NC(=O)CSc2nnc(Cc3cccn3C)n2CCc2ccccc2)no1
    1, -8%, 0.44, 1401, nt, 6%, -0.2%, 15%, 18%, 1.5%
O=C1N/C(=N/N=C/c2ccco2)SC1Cc1ccccc1 (centres undefined)
    1.1, 4%, 0.82, 1572, -1.3%, 10%, 1.1%, 7%, 23%, 5.8%
COC(=O)c1cc(NC(=O)c2c(C)noc2C)ccc1N1CCOCC1
    nt, -4%, nt, nt, nt, 7%, 0.1%, nt, nt, 2.0%
COc1cc(OC)c(OC)cc1CNCc1ccc2c(c1)OCO2
    nt, 1%, nt, nt, nt, 8%, -1.1%, nt, nt, 0.1%
CCc1ccc(S(=O)(=O)NC(=S)Nc2ccccc2)cc1
    1, -8%, -0.12, 1481, -2.1%, 6%, -0.4%, 5%, 45%, 0.5%
COC(=O)Nc1nc2ccc(Sc3ccccc3)cc2[nH]1
    1.1, -1%, nt, nt, -3.6%, -3%, ?, -2%, -6%, -1.4%
C=CCn1c(SCC(N)=O)nnc1-c1ccccc1O
    1.1, 0%, 1, 1127, -1.8%, 2%, 0.2%, -1%, 5%, 1.1%
CC(C)(C)N1CC(C(=O)Nc2cccc(Cl)c2Cl)CC1=O (centres undefined)
    nt, -1%, nt, nt, nt, 5%, -0.8%, nt, nt, 0.4%

Going on with the list.
The line under a structure holds: TNAP activation fold, PhoP inhibition, Insulin prom up, Insulin prom up cell count, CSM14.1 death rescue, Large T inhibition, West Nile antiviral, human PMI inhibitors, PMI inhibitors, RSV CPE inhibition
COc1ccc(/C=C/C(=O)Nc2cc(=O)n(C)c(=O)n2C)cc1
    1, 18%, -0.11, 1409, 0.7%, 5%, -1.1%, 11%, 18%, 1.8%
CC(C)(C)c1ccc(-c2conc2N)cc1
    1.1, 4%, nt, nt, -4.5%, 4%, -0.5%, -4%, -6%, 1.2%
Cc1[nH]c(=O)[nH]c(=O)c1S(=O)(=O)Nc1ccc(S(N)(=O)=O)cc1
    nt, -8%, nt, nt, nt, 5%, 0.4%, nt, nt, 0.5%
C[C@H](NC(=O)c1[nH]cnc1C(=O)Nc1ccc(Cl)cc1)C(=O)OC(C)(C)C
    nt, 8%, -0.36, 804, nt, 12%, -0.4%, nt, nt, 21%
Cc1ccc(S(=O)(=O)N(C)C)cc1NC(=O)COC(=O)C1COc2ccccc2O1 (centres undefined)
    1.1, -5%, -0.29, 1297, -1.1%, 0%, -0.2%, -5%, -9%, 2.5%
O=C(Nc1ccc(N2CCOCC2)c(Cl)c1)c1ccccc1F
    1.1, -1%, 0.03, 689, 1.4%, 0%, 0.3%, 4%, 6%, 3.7%
CC(=O)N1CCc2cc(S(=O)(=O)NCC(=O)NCc3ccc(F)cc3)ccc21
    nt, -4%, nt, nt, nt, 7%, -0.2%, nt, nt, 0.1%
O=C(Cn1ncn2c(cc3ccccc32)c1=O)NCCC1=CCCCC1
    1.1, -8%, -0.23, 676, -0.6%, 11%, -0.6%, 1%, 9%, -1.9%
CC(=O)Nc1ccc(Br)c(Cl)c1
    nt, -6%, 0.64, 1400, nt, 8%, -0.2%, nt, nt, nt
